# BAZ2B block – blocks human BAZ2B; Q9UIF8; AlphaScreen BAZ2B-H3K14Ac peptide displacement; Potency, µM (titrated, usually from 114 µM), for inactives: at the top dose activity change, negative = inhibition, actives largely listed as inhibitors; 4.4% of 360,000 active; AID 504333; note: potency is the fitted concentration of half-maximal effect; % is set by controls: 0 for no effect and ±100 for the full control effect; nearly all actives have a fitted effect of over 60% in size
#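 AlphaScreen luminescence quantifies BAZ2B engagement of H3K14Ac peptide; the protein and biotinylated peptide are both at 50 nM final, buffer PBS pH 7.4 with 0.01% Tween-20, all steps at room temperature.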
# ALOX12 inh – blocks human arachidonate 12S-lipoxygenase. Potency, µM (series often up to 108 µM), without a hit: at the highest dose activity change, negative = inhibition, most hits filed as inhibitors. 1.1% of 580,000 active. P18054. purified 12hLO, xylenol orange hydroperoxide absorbance; note: potency is the fitted concentration of half-maximal effect; % is set by controls: 0 for no effect and ±100 for the full control effect
#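 Hydroperoxide product was detected by ferrous iron/xylenol orange as the 573 to 405 nm absorbance ratio. Arachidonic acid at 40 uM (final) was turned over for 30 min at room temperature by 150 nM human 12hLO, pH 7.0 Hepes buffer, after 15 min compound preincubation.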
# ERG-DNA inh – inhibitors of human ERG Ets domain-DNA interaction | fluorescence polarization, His-ERG Ets domain / labelled DNA | AID 624246 | 0.028% of 370,000 active | Potency, µM (doses to about 76.9 µM), for the others: at the highest dose FP activity, negative = inhibition, most hits filed as inhibitors; active = well fitted inhibition curve with a large enough effect in the polarisation, with a control signal flat; inconclusive = small, poorly fitted or top-dose-only effect, or effect the other way, or a change in a side signal; inactive = no such curve, though single readings can be large or run the other way; the % refers to the polarisation;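 note: polarization taken with two DNA probes labelled with fluorescein and Texas red; potency is the fitted concentration of half-maximal effect; % of control where 0% means no effect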
# Target sequence (P11308 whole entry, looked up, the tested form may be a part): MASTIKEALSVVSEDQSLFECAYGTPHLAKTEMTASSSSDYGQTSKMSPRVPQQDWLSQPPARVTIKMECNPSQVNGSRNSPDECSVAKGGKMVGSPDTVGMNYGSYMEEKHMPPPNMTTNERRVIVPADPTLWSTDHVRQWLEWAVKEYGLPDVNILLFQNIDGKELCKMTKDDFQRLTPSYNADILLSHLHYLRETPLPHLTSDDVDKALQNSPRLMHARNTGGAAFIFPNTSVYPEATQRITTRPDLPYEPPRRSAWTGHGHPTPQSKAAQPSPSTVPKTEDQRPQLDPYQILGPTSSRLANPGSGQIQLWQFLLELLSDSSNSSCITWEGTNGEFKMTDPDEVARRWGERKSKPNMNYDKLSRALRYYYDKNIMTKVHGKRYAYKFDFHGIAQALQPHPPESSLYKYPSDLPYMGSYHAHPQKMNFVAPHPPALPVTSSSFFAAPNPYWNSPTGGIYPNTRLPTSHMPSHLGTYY
#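 His-tagged ERG Ets domain (1 uM in the protein solution; 300mM KCl, 50mM Tris-HCl, 1mM EDTA, 1mM DTT, pH 7.5) received compound, then a probe mix of 5 nM fluorescein-DNA and 100nM Texas-615-DNA. Fluorescence polarization was read for both dyes.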
# GLS inhibitor – glutaminase GLS (human) inhibition. O94925. GLS enzymatic activity, qHTS titration. Potency, µM (series often up to 45.5 µM), for the others: top-dose activity change, negative = inhibition, usual class: inhibitors. 0.21% of 410,000 active. AID 624170; note: potency is the fitted concentration of half-maximal effect; % is set by controls: 0 for no effect and ±100 for the full control effect
#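 Read-out is an Amplex red fluorescence increase coupled through glutamate oxidase and HRP, measured before and after 30 min room-temperature incubation. hKGA is in 45 mM KH2PO4 (pH 8.2) with 0.02% Tween-20; glutamine added as 1mM solution.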
# PI4K2A inh – blocks human PI4K2A kinase activity | Q9BTU6 | purified PI4K2A, ADP-Glo luminescence, 1 h; hits give low values | activity change, negative = inhibition, % at 76.9 µM | 0.13% of 420,000 active; in the data active = activity change below about -50%; inconclusive = mostly about -30% to -49%;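 note: -100% = wells without enzyme as full effect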
# Target sequence (Q9BTU6 whole entry, looked up): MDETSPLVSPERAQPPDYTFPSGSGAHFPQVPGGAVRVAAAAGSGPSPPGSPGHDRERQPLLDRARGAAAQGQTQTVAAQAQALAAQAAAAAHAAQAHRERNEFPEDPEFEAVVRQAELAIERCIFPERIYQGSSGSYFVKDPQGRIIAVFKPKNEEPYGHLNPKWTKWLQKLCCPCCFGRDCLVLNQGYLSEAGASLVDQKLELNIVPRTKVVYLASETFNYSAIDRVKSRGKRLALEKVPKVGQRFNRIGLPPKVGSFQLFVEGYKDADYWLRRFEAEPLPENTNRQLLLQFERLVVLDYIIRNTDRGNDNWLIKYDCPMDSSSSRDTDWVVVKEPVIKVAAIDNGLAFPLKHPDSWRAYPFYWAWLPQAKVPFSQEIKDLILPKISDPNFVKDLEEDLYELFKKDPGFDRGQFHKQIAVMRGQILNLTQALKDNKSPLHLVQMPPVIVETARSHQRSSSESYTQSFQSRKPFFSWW
#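 ADP-Glo luminescence measured ADP generated by PI4K2A enzyme (4 ug/mL before mixing) with 1.2 mM PI substrate (pre-mix) and 300 microM ATP (pre-mix). Tris pH7.5 buffer with MgCl2, Triton X-100; 1 h reaction at ambient temperature.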
# HP1b binding inh – HP1-beta chromodomain-methylated histone interaction inhibition | P83916 | AlphaScreen HP1-beta / biotin-H3K9me3 peptide binding | Potency, µM (series often up to 114 µM), without a hit: at the top dose activity change, negative = inhibition, hits mostly inhibitors | 0.56% of 390,000 active | AID 540317; note: potency is the fitted concentration of half-maximal effect; nearly all actives have a fitted effect of over 70% in size; inactives centre near 23
#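 HP1-beta protein (50 nM final) preincubated 30 min at room temperature with biotinylated H3(1-18)K9me3 peptide (50 nM) in PBS pH 7.4, 0.01% Tween-20, then compound added for 30 min. AlphaScreen streptavidin donor/nickel chelate acceptor beads (10 ug/mL final), 30 min dark, luminescence read.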
# RGS4 inh – human RGS4 inhibition; P49798; Transcreener GDP fluorescence polarization, RGS4-accelerated GTP hydrolysis; Potency, µM (titrated, usually from 114 µM), for the others: at the highest dose activity change, negative = inhibition, actives largely listed as inhibitors; 0.039% of 390,000 active; note: potency is the fitted concentration of half-maximal effect; % is set by controls: 0 for no effect and ±100 for the full control effect; nearly all actives have a fitted effect of over 75% in size; some results filed as inactive show a strong effect at the top dose
#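 MLSMR compounds (23 nl, pin-transferred) preincubated 10 min at room temperature with a 500nM (2x) first reagent, then RGS4 at 900nM (2x) plus Transcreener GDP mix added; fluorescence polarization (620/688 nm) read before and after 90 min at 30 °C.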
# G9a block – inhibitors of human histone lysine methyltransferase G9a | Potency, µM (highest dose often 102 µM), for inactives: top-dose activity, negative = inhibition, hits mostly inhibitors | G9a H3K9 monomethylation, AlphaScreen, 2 h | AID 504332 | 8.8% of 350,000 active | Q96KQ7; note: potency is the fitted concentration of half-maximal effect; % is set by controls: 0 for no effect and ±100 for the full control effect; nearly all actives have a fitted effect of over 75% in size
#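 G9a (20 nM) preincubated 15 min RT with compounds, then 500 nM biotinylated H3K9 peptide and 20 uM SAM added; 2 h RT reaction. Monomethyl-H3K9 product detected by AlphaScreen with anti-H3K9me1 antibody, streptavidin donor and anti-rabbit IgG acceptor beads.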
# JMJD2A Tudor – inhibitors of human JMJD2A Tudor domain | AlphaScreen JMJD2A-Tudor / H3K4me3 peptide binding | Potency, µM (highest dose often 114 µM), for the others: top-dose activity change, negative = inhibition, most hits filed as inhibitors | O75164 | 4.4% of 390,000 active; note: potency is the fitted concentration of half-maximal effect; % is set by controls: 0 for no effect and ±100 for the full control effect; nearly all actives have a fitted effect of over 50% in size
# * marks the source's active call; other numbers are inactive results; u = inconclusive; x = no result given; & = joins results of further samples; [ ] = another dose, or the depositor's remark. Unless noted, calls come from the whole dose curve; as a rule, active = well fitted curve in the direction sought with a large enough effect; inconclusive = small, poorly fitted or top-dose-only effect, or another doubt; inactive = no such curve, though single readings can be large; an effect the other way counts as inactive or inconclusive.
structure	BAZ2B block	ALOX12 inh	ERG-DNA inh	GLS inhibitor	PI4K2A inh	HP1b binding inh	RGS4 inh	G9a block	JMJD2A Tudor
N#Cc1cccnc1Nc1cccc(Cl)c1	-2%	-10%	-8%	2%	2	59%[activator]	23%	-12%[59 µM]	-3%
Cc1ccc(S(=O)(=O)NCc2cccnc2)cc1C(=O)N1CCCC1	4%	8%	-4%	-7%	2	27%	9%	2%	4%
COc1ccc(N2CCN(C(=O)CSc3ncnc4c3cnn4-c3ccc(OC)cc3)CC2)cc1	4%	-4%	9%	0%	-11	4%	9%	-5%	-20%
Cc1ccc(C(=O)Nc2cc(-c3nc4ncccc4o3)ccc2C)c(C)c1	-1%	0%	1%	-7%	-6	44%[activator]	-3%	1%[59 µM]	-31%
COc1ccc(CCNC(=O)CSc2ccc(NC(C)=O)cc2)cc1OC	0%	-9%	6%	5%	-2	13%	-27%	4%	-17%
CC1CCCN(CCOCCOc2ccc(Cl)cc2Br)C1 (stereo unspecified)	u	u	-6%	2%	0	u	-49%	u	2µM*
COc1cccc(Nc2cc(C)nc3ccccc23)c1	7%	-1%	11%	16%	-3	27%	-21%	9%[59 µM]	u
COc1ccc(OC)c(NC(=O)CN(c2ccc(C(C)C)cc2)S(=O)(=O)c2c(C)noc2C)c1	-6%	14%	3%	1%	2	39%	-9%	-7%	-27%
Cc1ccc(OCCCCn2cnc3ccccc32)cc1	1%	u	5%&7%	8%&0%	7&-5	31%&37%	-9%&4%	u	-6%&-4%
O=C(CCc1nnc2ccc(NCc3ccco3)nn12)Nc1ccccn1	50µM*	-1%	3%	u	-6	32%	-1%	u	11%
Cc1cc(NCCCO)n2c(nc3ccccc32)c1C#N	5%	4%	-7%	1%	-2	30%	19%	17%	-13%
Cc1ccc2c(CN3CCN(CCO)CC3)cc(=O)oc2c1C	7%	11%&19%	-4%	-11%	-13	20%	-15%	-4%[59 µM]	-16%
CCN(CC)CCCNc1oc(-c2cccc(Cl)c2)nc1C#N	-29%	-12%	-6%	7%	5	11%	7%	u	-23%
CCOC(=O)c1c(NC(=O)CSc2nnc(-c3cccnc3)n2Cc2ccco2)sc(C)c1C	x	0%[57.4 µM]	12%	3%	-10	-6%	-30%	u	u
COc1ccc(/C=N/NC(=O)CSc2nnc(CCCc3ccc(OC)c(C)c3)o2)cc1	-10%	-11%	4%	-19%	-6	17%	-23%	-5%	-24%
COc1ccc(CNC(=S)Nc2ccccc2)cc1Cl	-7%	0%	-5%	14%	7	45%[activator]	-10%	27%	-24%
O=C1Cc2ccccc2C(=O)N1c1ccccc1	-2%	-5%	-3%	-17%	-11	0%	1%	14%[59 µM]	-7%
Nc1nc(O)c(CC(=O)O)s1	-16%	u	-19%	13%	10	28%[57 µM]	-4%	0%	-3%
CCn1nc(C(=O)NCCc2ccc3c(c2)OCCO3)c2ccccc2c1=O	x	-16%	-2%	-2%	-7	21%	0%	x	-1%
O=C(O)c1cc(NS(=O)(=O)c2cccc3nsnc23)cc(C(=O)O)c1	-14%	16%	-1%	-6%	1	46%[activator]	-13%	11%	-4%
C[C@H](CO)N1C[C@H](C)[C@@H](CN(C)S(=O)(=O)c2ccccc2)Oc2c(NC(=O)C3CC3)cccc2C1=O	x	2%	8%	6%	1	4%	-16%	x	-22%
CC1CN(S(=O)(=O)c2cccc3nsnc23)CC(C)O1 (stereo unspecified)	-3%	12%	x	0%	0	35%[activator]	20%	-1%[59 µM]	-10%
CCn1c(SCC(=O)N(C)Cc2ccc(OC)c(F)c2)nc2cc(S(N)(=O)=O)ccc21	-2%	-20%	-10%	-3%	2	17%	26%	-4%	-6%
COc1ccc2cc(CNCCOCCOCCNCc3ccc4cc(OC)ccc4c3)ccc2c1	x	u	-6%	-7%	6	1%	-36%	x	-19%
CCCc1cc(C(=O)NNC(=S)NCC)c2ccccc2n1	2%	10%	-2%	34%	0	20%	-8%	-50%[59 µM]	-14%
Cc1ccc(NC(=O)CN2C(=O)N/C(=C\c3cccn3-c3cccc(C(=O)O)c3)C2=O)cc1	10µM*	x	5%	25%	-5	71µM*	u	8.9µM*	22µM*
CN(CCCNC(=O)CCC(=O)N1CCOc2ccc(Cl)cc21)Cc1ccccc1	-4%	9%	-11%	-4%	3	27%	-2%	20%	-4%
O=C(CCN1CCOCC1)Nc1ccc2c(c1)CCC2	4%	u	7%	-16%	-1	28%	-1%	-2%[12.7 µM]	12%
CC(OC(=O)c1oc2ccccc2c1COc1ccccc1)C(=O)NC(N)=O (stereo unspecified)	-12%	-8%	-4%	2%	-9	2%	17%	13%	-13%
COc1ccc(S(=O)(=O)N2CCOC23CCN(C(=O)c2ccccc2Br)CC3)cc1	-21%	5%	7%	0%	-5	14%	-8%	5%	-21%
CNC(=O)c1c(Cl)cnn1-c1ccc(F)cc1	-14%	-6%	3%	-8%	2	47%[activator]	16%	-20%	-7%
COc1ccc(OCCOC(=O)C(C)NS(=O)(=O)c2ccc(NC(C)=O)cc2)cc1 (stereo unspecified)	-3%	11%	12%	2%	-4	27%	-16%	-65%[12.7 µM]	-18%
O=C(c1ccc(Cl)nc1)N1CCC(Cc2ccccc2)CC1	-9%	28%	5%	0%	3	34%	-16%	-16%[12.7 µM]	16%
O=C1C2C(C(=O)N1Cc1cccnc1)C1C=CC2C12CC2 (stereo unspecified)	24%	-25%	4%	-8%	2	55%[activator]	-29%	-12%[12.7 µM]	5%
O=C(COC(=O)c1ccc2ncsc2c1)Nc1cc(Cl)ccc1F	-5%	-19%	-6%	-2%	-2	34%	-26%	-31%	-2%
O=C(Nc1ccc(Cl)cc1F)c1ccc(-n2cncn2)cc1	4%	3%	-4%	-3%	1	33%	-5%	24%[12.7 µM]	12%
COc1ccc(Cl)cc1C(=O)Nc1ccc(Br)c(C)n1	-14%	-17%	6%	0%	-3	-1%	u	0%	-23%[11.4 µM]
CCN(CCO)c1ccc(NC(=S)Nc2cccc(S(=O)(=O)N(C)C)c2)cc1	u	-17%	-8%	u	-25	-18%	u	u	-9%[11.4 µM]
COc1ccc(CCNC(=O)C2CCN(C(=O)c3ccc(Br)cc3)CC2)cc1	-14%	-19%	-8%	-10%	4	-3%	u	-5%[0.501 µM]	u
Cc1cc(=O)oc2cc(NC(=O)C(C)Oc3cccc(Cl)c3)ccc12 (stereo unspecified)	-37%	-18%	6%	-1%	0	2%	17%	-1%	-27%
O=C(COc1ccc(Br)cc1Cl)NC(=O)Nc1ccc2c(c1)OCCO2	-4%	-3%	3%	-2%	1	43%[activator]	-9%	0%	-7%
COC(=O)C1=C(C)N(c2ccc(C)cc2)/C(=C/c2cccs2)C1=O	7%	0%	-1%	2%	2	47%[activator]	-15%[56.9 µM]	-3%[59 µM]	-22%[57.1 µM]
Cc1cc(Nc2cccc(F)c2)n2nc(-c3ccco3)nc2n1	-5%	4%	-2%	0%	-2	36%	11%	9%[12.7 µM]	-1%
CNC(=O)CN1C(=O)COc2ccc(S(=O)(=O)N3CCCCCC3)cc21	-31%&-28%	13%&-17%	-2%&5%	2%&-11%	-3&0	44%&20%[activator]	15%[11.4 µM]	21%	-7%&-16%
O=C(OCN1C(=O)c2ccccc2C1=O)c1cc(S(=O)(=O)N2CCOCC2)ccc1F	-4%	-21%	-24%	9%	8	21%	-9%	-42%	-12%
Cc1cc2oc(=O)cc(CN3CCCCC3C)c2cc1C(C)C (stereo unspecified)	4%	u	3%	-6%	1	46%[activator]	-15%	u	9%
O=C(NCCc1ccccc1)C1CCC(CNc2c(N3CCCCC3)c(=O)c2=O)CC1 (stereo unspecified)	-5%	2%	6%	25%	5	39%[activator]	-8%	-2%	-7%
COC(=O)N1CCCc2cc(S(=O)(=O)N3CCN(c4ccccc4)CC3)ccc21	-26%	-16%	-2%	6%	0	10%	5%	-29%[59 µM]	-22%
CCOc1cc(Cl)c(NC(=O)CC)cc1OCC	-1%	-24%	0%	11%	-2	22%	5%	3%	-2%
COc1ccc(S(=O)(=O)NCCc2ccccc2)cc1OC	5%	-1%	-1%	-2%	-2	26%	-3%	5%	-1%
CCc1ccc(Sc2cc(C(=O)NCc3cccc(OC)c3)c3ccccc3n2)cc1	6%	-7%	-2%	3%	3	39%[activator]	-5%	14%[59 µM]	-5%
Cc1cc(C)n2nc(SCC(=O)N3CCCCC3C)nc2n1 (stereo unspecified)	x	0%	-3%	-11%	1	48%[activator]	-10%	x	1%
N#C/C(=C\c1ccc(N2CCOCC2)o1)c1ccccc1	40µM*	20µM*	x	22%	-5	-14%	u	u	u
CCn1c(=NC(=O)CS(=O)(=O)c2ccc(C)cc2)sc2cccc(OC)c21	14%	-18%	-1%	6%	-5	6%	-7%	4%	-21%
CCOC(=O)C1CCN(C(=O)COC(=O)CNS(=O)(=O)c2ccc(SC)c([N+](=O)[O-])c2)CC1	x	u	-7%	-7%	-5	23%	11%	x	-14%
CN1/C(=C\C(=O)CSc2cccc[n+]2[O-])C(C)(C)c2ccccc21	-5%	-24%	30%	9%	0	35%	-20%	10µM*	-3%

# Screens from PubChem.

# The list is partial (hit frequency here may not be typical).
